Screening data from PubChem.
TRPML3 ag: human mucolipin-3 channel agonism; HEK293 TRPML3-YFP, Fluo-8 calcium fluorescence; 100% = the carbachol control signal; activation, % at 3 µM; hit rate 0.29% among 220,000; AID 1448;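 active = activation above its plate's cutoff, the mean activation of the plate's test wells plus 3 SD, cut at about 12% in these data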;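 note: 0% = DMSO only wells and 100% = carbachol wells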
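Material: HEK293 cells stably carrying human TRPML3-YFP; compound dosing: single dose, 3 µM final nominal compound, 0.3% DMSO final; incubation: 1-h 37 °C dye load, 5-s basal, 120-s post-compound reads; technique: Fluo-8 intracellular calcium fluorescence, excitation 470-495 nm, emission 515-575 nm; read-out basis: percent activation from peak-to-basal fluorescence ratio, scaled between DMSO and carbachol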
14-3-3 Bad PPI: disrupts binding of bovine 14-3-3 zeta to phospho-Bad peptide | TR-FRET 14-3-3zeta/Dy647-pBad peptide displacement, 1 h | P63103 | inhibition, % at 21.7 µM | hit rate 0.71% among 220,000;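 active = inhibition above about 70%, limit read from the data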;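 note: 0% = full 14-3-3 plus peptide FRET controls and 100% = background without 14-3-3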
Target sequence (P63103 whole entry, looked up): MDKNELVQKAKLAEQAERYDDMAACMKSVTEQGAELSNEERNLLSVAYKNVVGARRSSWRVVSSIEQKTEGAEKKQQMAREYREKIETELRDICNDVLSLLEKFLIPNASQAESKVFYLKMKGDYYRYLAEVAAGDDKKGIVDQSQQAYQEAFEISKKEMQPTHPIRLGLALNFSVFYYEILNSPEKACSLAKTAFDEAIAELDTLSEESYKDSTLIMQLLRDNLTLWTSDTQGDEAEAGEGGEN
EP2 mod: EP2 receptor (human) modulation; hit rate 0.83% among 260,000; EP2-expressing cells, cAMP HTRF FRET, PGE2 co-stimulation; AID 940; induction, % at 25 µM;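 active = compounds whose cAMP rise, as percent of the full-agonist control response, exceeds 60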;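 note: rat C6 glioma line stably carrying human EP2 under a CMV promoter; the protocol text gives 20 µM as final concentration; 100% = response of wells given 1 µM PGE2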
Target sequence (P43116 whole entry, looked up): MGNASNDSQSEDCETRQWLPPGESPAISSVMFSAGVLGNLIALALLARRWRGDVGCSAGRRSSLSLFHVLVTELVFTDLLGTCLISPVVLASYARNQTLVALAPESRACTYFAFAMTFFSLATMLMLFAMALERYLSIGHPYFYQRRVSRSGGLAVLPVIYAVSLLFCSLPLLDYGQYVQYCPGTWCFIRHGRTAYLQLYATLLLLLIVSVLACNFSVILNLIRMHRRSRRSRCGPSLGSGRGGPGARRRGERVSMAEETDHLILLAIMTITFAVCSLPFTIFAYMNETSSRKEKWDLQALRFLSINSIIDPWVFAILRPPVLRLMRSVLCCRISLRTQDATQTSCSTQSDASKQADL
CHOP inhibitor: CHOP inhibition in unfolded protein response; inhibition, % at 10 µM; AID 2732; CHO-K1 CHOP-promoter luciferase, tunicamycin-induced, 15-18 h; hit rate 3.8% among 220,000;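 active = compounds that reduced the stress-induced luciferase reporter signal by more than about 70% of percent inhibition, limit read from the data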;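 note: 0% = tunicamycin plus vehicle and 100% = wells without tunicamycin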
PGE2 EP2 inh: inhibitors of human EP2 prostaglandin E2 receptor | P43116 | C6 glioma cells expressing human EP2, cAMP TR-FRET; cells stimulated with saturating PGE2 | inhibition, % at 25 µM | hit rate 0.52% among 260,000 | AID 1422;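 active = percent inhibition above 40 after rounding to a whole number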;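 note: rat C6 glioma host cells with rolipram phosphodiesterase inhibitor present; the protocol text gives 20 µM as final concentration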
PPC-1+TRAIL kill: PPC-1 cancer cell killing with TRAIL present. PPC-1 cells + TRAIL, ATPLite viability luminescence. cell killing (% activity), % at 4 µM. hit rate 0.41% among 220,000;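 active = cell killing above 50% in the first pass at 4 µM, then a duplicate retest at 5 µM averaging 50% or more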;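 note: plate controls were cells with TRAIL plus DMSO for no effect and medium-only wells lacking cells for full effect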
zfTRPN1 agonist: activates the zebrafish TRPN1 channel | AID 1424 | activation, % at 3 µM | hit rate 0.18% among 220,000 | HEK293 zebrafish TRPN1-YFP, Fluo-8 calcium fluorescence; 100% = response to 87 µM carbachol;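 active = activation above its plate's cutoff, the mean activation of test wells on that plate plus 3 SD, cut at about 19% in these data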;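 note: 0% = DMSO alone and 100% = 87 µM carbachol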
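Material: zebrafish TRPN1-YFP in HEK293 cells; Doses: single test compound dose, 3 µM nominal, 0.3% DMSO; Timing: dye loading 1 h at 37 °C, then 30 min room temperature; Technique: intracellular calcium fluorescence with Fluo-8; Benchmarks: high carbachol 87 µM, low DMSO alone.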
NPY-Y1 antag: antagonists of human neuropeptide Y receptor Y1. HEK293-CNG Y1 cells, membrane potential fluorescence; NPY at EC95, then isoproterenol. hit rate 1% among 200,000. P25929. inhibition, % at 3.6 µM;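 active = inhibition above the campaign mean inhibition of all tested compounds plus 3 SD, cut at about 20% in these data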;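 note: 0% = DMSO wells given NPY plus isoproterenol and 100% = isoproterenol alone without NPY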
Target sequence (P25929 whole entry, looked up): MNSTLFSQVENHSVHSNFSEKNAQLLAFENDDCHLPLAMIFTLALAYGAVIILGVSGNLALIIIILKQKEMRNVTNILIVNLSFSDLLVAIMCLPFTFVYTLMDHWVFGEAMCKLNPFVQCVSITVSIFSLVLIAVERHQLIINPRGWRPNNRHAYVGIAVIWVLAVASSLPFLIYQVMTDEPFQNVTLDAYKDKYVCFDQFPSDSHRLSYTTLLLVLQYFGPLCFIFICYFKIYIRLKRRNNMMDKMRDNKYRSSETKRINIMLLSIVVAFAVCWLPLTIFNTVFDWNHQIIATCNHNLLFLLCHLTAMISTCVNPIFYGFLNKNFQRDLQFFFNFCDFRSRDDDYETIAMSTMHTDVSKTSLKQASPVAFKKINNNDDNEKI
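System: HEK293 cells with Y1 receptor plus CNG channel / Probe or stimulus: NPY 25 nM then isoproterenol 1 µM plus Ro 20-1724 25 µM / Compound: one concentration, 3.6 µM, in 0.4% DMSO / Schedule: compound incubation 1 h at room temperature, readout 45 min post-stimulation / Measured by: membrane potential fluorescence / Read-out: % inhibition of NPY effect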
NPY-Y1 PAM-ag: potentiates or activates human NPY-Y1 receptor; AID 1304; activation, % at 3.6 µM; hit rate 0.37% among 220,000; NPY-Y1 expressing cells, potentiator/agonist activation; in the data active = activation above about 33%, passing the limit was not always enough;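 note: cells stimulated with NPY at EC10 then isoproterenol at EC100; 0% = low agonist plus stimulus and 100% = saturating agonist plus stimulus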
Active calls of the source: *; · = not tested or not shown; & = joins results of further samples; [ ] = dose if it differs, or a comment.

SMILES	TRPML3 ag	14-3-3 Bad PPI	EP2 mod	CHOP inhibitor	PGE2 EP2 inh	PPC-1+TRAIL kill	zfTRPN1 agonist	NPY-Y1 antag	NPY-Y1 PAM-ag
S=c1[nH]cc(-c2ccc(Cl)cc2)n1-c1ccccc1	0.5	-14.3	5.9	9.4	2.8	1.1	-0.2	6.2	12.9
CC(=O)C1=C(O)C(=O)N(CCN2CCOCC2)C1c1ccc(N(C)C)cc1 (centres undefined)	0.2	·	·	·	17.1	·	-1.4	1.1	-0.7
O=C(O)C1CCN(C(=O)c2ccccc2C(=O)N2CCC(C(=O)O)CC2)CC1	0.7	8.4[fluorescence artefact?]	-5.1	49.1	5.2	-4.2	0.9	-0.1	9.2
Cc1ccc(CNc2ccc3c(c2)ncn3C(C)(C)C)cc1	0.2	-17.5	-29.0	-42.8	4.2	8.1	-0.3	7.3	-5.5
Cc1ccsc1C1NC(=O)c2ccccc2N1 (centres undefined)	0.9	-1.4	26.4	-11.4	2.0	34.4	-0.3	-5.5	-6.4
CC(=O)NC12CC3CC(C1)CC(C(=O)OCC(=O)NC(=O)c1cccn1C)(C3)C2	-0.8	-17.8[fluorescence artefact?]	-7.6	7.8	9.3	10.3	1.2	-1.0	-4.0
N#CC1=C2N=C(N)c3ccccc3N2C2=C(C(=O)CCC2)C1c1cccc(Cl)c1 (centres undefined)	-0.4	-6.5	39.4	6.3	8.6	-6.7	-1.1	-3.8	24.4
Cc1cc(-c2ccc(N3CCOCC3)cc2)nc2ccccc12	2.1	-5.4	-13.7	-28.4	9.7	30.2	1.3	1.8	-11.0
CCCCSc1nn[nH]n1	0.8	76.0*	6.3	-26.1	13.3	-7.9	1.6	5.9	0.6
O=C(COC(=O)/C=C/c1cn(-c2ccccc2)nc1-c1ccc2c(c1)OCCO2)NC1CCS(=O)(=O)C1 (centres undefined)	0.7	4.5	-8.8	-19.6	5.5	11.2	2.8	·	22.4

Going on with the list.
SMILES	TRPML3 ag	14-3-3 Bad PPI	EP2 mod	CHOP inhibitor	PGE2 EP2 inh	PPC-1+TRAIL kill	zfTRPN1 agonist	NPY-Y1 antag	NPY-Y1 PAM-ag
COc1ccc(S(=O)(=O)NCc2ccccn2)cc1Cl	0.5	-9.2[fluorescence artefact?]	15.9	7.5	-1.4	-1.0	0.5	0.5	-8.9
Cc1cc(C2=NNC(=NCCc3ccccc3)SC2)c(C)n1CC1CCCO1 (centres undefined)	0.2	32.3	-20.2	27.2	4.9	2.8	0.9	0.5	9.5
COc1cccc(C(=O)Nc2ccc(N(C)C)cc2)c1OC	0.8	-15.2	-18.1	8.1	20.4	25.5	0.9	-7.8	18.9
O=C(/C=C/c1ccccc1)NCCc1ccc2c(c1)OCCO2	0.3	-0.3	-2.2	-6.3	10.0	5.0	-0.1	5.0	11.4
COc1ccc(C(=O)Nc2c(Cl)cc(Cl)cc2C(=O)N2CCOCC2)cc1	0.1	-3.3	6.0	0.1	-0.7	-4.4	-0.8	-0.1	2.5
CN(CC(=O)Nc1ccc(Cl)c(Cl)c1)C(=O)/C=C/c1ccc(F)cc1	0.4	-10.2[fluorescence artefact?]	-15.5	39.2	9.9	8.5	0.4	2.0	-16.9
CCOC(=O)c1ccc(NC(=O)CSc2nc3ncccc3[nH]2)cc1	1.8	-18.4	-5.5	-3.9	9.4	21.1	4.0	4.3	-10.0
O=S(=O)(Nc1ncnc2scc(-c3ccc(F)cc3)c12)c1cc(F)ccc1F	0.5	2.0	13.3	18.8	0.6	12.2	1.7	·	7.2
CCOC(=O)C1CN(S(=O)(=O)c2ccc(Cl)cc2)c2cc(S(=O)(=O)CC)ccc2O1 (centres undefined)	1.2	55.1	0.7	0.7	6.5	-12.2	-0.4	0.4	-8.9
NNC(=O)c1oc2nc(-c3ccco3)cc(-c3ccco3)c2c1N	0.7	-6.8	-63.5	0.6	18.1	16.2	1.1	·	1.4

Looked up above.
CCOC(=O)C1CN(S(=O)(=O)c2ccc(Cl)cc2)c2cc(S(=O)(=O)CC)ccc2O1 (centres undefined) in TRPML3 ag has 1.2
COc1ccc(S(=O)(=O)NCc2ccccn2)cc1Cl in 14-3-3 Bad PPI has -9.2[fluorescence artefact?]
Cc1cc(C2=NNC(=NCCc3ccccc3)SC2)c(C)n1CC1CCCO1 (centres undefined) in PGE2 EP2 inh has 4.9

Next part.
SMILES	TRPML3 ag	14-3-3 Bad PPI	EP2 mod	CHOP inhibitor	PGE2 EP2 inh	PPC-1+TRAIL kill	zfTRPN1 agonist	NPY-Y1 antag	NPY-Y1 PAM-ag
CCOC(=O)c1cc(NC(=O)c2ccc(OC)cc2)c(=O)oc1-c1ccccc1	1.7	5.5	-1.9	11.8	4.0	14.6	2.8	13.9	1.2
Cc1ccc(NC(=O)c2oc3c(c2C)C(=O)CC(C)(C)C3)cc1	-0.6	-4.7	-4.8	-5.0	7.8	-2.9	1.1	1.1	-11.6
NC(=O)CNC(=O)[C@@H]1CC2(CC(c3ccccc3)=NO2)CN1C(=O)c1ccc(Br)cc1 (some centres undefined)	-0.5	-13.0[fluorescence artefact?]	15.9	3.9	15.5	10.0	0.3	-0.7	10.8
Cc1ccc(N=Cc2c(O)ccc3ccccc23)cc1F	-0.3	7.0	-9.3	-23.3	7.5	10.9	-2.1	-0.3	-2.3
Cc1nnc(SCc2ccc([N+](=O)[O-])cc2)[nH]c1=O	0.6	-8.8	26.1	1.6	8.4	21.3	0.7	4.4	-4.8
O=C1c2cccc3c([N+](=O)[O-])ccc(c23)C(=O)N1Cc1cccnc1	-0.5	27.2	-61.0	109.5*	9.9	26.3[5 µM]	0.3	3.5	21.6
CN(CC(=O)N1CCc2ccccc21)S(=O)(=O)c1ccc(Cl)cc1	-0.5	-0.2	9.9	54.5	7.5	-7.0	-1.9	4.7	-31.5
CCOc1ccc(NC(N)=O)cc1OCC	0.5	5.7	-8.4	12.7	4.6	16.8	0.6	-0.8	10.8
Cc1cc(SCC(=O)OCC(=O)NCc2ccc3c(c2)OCO3)c(C)cc1Br	-0.6	-16.5[fluorescence artefact?]	-7.1	-12.0	7.9	6.4	-1.1	3.9	-6.0
COc1ccc(OC)c(CN2CCN(C(=O)c3cccc4ccccc34)CC2)c1	-0.3	66.5	18.5	-31.8	21.4	5.2	2.1	5.7	-1.0

The listing continues:
SMILES	TRPML3 ag	14-3-3 Bad PPI	EP2 mod	CHOP inhibitor	PGE2 EP2 inh	PPC-1+TRAIL kill	zfTRPN1 agonist	NPY-Y1 antag	NPY-Y1 PAM-ag
CN(C(=O)CSc1nc(-c2ccc(F)cc2)cs1)C1CCS(=O)(=O)C1 (centres undefined)	0.3	5.7[fluorescence artefact?]	-7.6	8.1	7.1	-7.1	2.1	-3.8	10.9
CCOC(=O)C1=C(c2ccccc2)N=c2s/c(=C\c3ccco3)c(=O)n2C1c1cccs1 (centres undefined)	0.2	4.8	23.3	37.9	·	·	0.7	6.1	-9.4
CC(=O)OCCCN1C(=O)c2ccc(Br)cc2C1=O	0.9	8.5[fluorescence artefact?]	14.0	26.6	10.3	16.0	1.0	3.5	16.2
CCOc1ccccc1NC(=O)CSc1nnc(CNC(=O)c2ccco2)o1	2.1	-10.0[fluorescence artefact?]	3.8	17.0	17.1	14.2	1.8	3.1	-25.9
COC(=O)c1ccc(OCCOc2ccc(C(=O)OC)cc2)cc1	1.8	3.1	4.8	16.1	9.2	-4.1	0.2	-0.8	16.7
CC1(C)C(=O)OC(/C=C\c2cccc([N+](=O)[O-])c2)C(C)(C)C1=O (centres undefined)	0.9	-3.8	1.4	-6.2	7.4	20.9	-1.1	3.8	-2.3
CSc1nnc(-c2ccc(F)cc2)o1	0.5	33.8	72.0*	-8.2	20.5	19.2	-0.3	-2.1	-16.4
CCn1nc(C)c(CN2CCN(Cc3cccc(OC)c3)C(CCO)C2)c1C (centres undefined)	-0.6	-9.5	3.4	25.0	2.0	20.0	0.1	-0.3	14.1
CC(C)(C#N)Nc1ccccc1	1.5	2.6	4.0	36.6	8.3	-2.9	2.6	-0.3	3.3
CC1CCN(C(=O)C2CCN(CC(C)c3ccccc3)CC2)CC1 (centres undefined)	0.1	52.5	-26.2&0.9	32.2	12.4&17.0	16.6	1.4	-1.6	-1.8

Going on with the list.
SMILES	TRPML3 ag	14-3-3 Bad PPI	EP2 mod	CHOP inhibitor	PGE2 EP2 inh	PPC-1+TRAIL kill	zfTRPN1 agonist	NPY-Y1 antag	NPY-Y1 PAM-ag
CC(=O)NC(O)C(=O)c1ccccc1 (centres undefined)	0.7	-5.0[fluorescence artefact?]	8.1	19.8	7.4	6.0	1.4	7.2	12.5
CCOC(=O)C(=O)Nc1ccc(Oc2ccccc2)cc1	1.6	4.5	22.9	12.0	7.0	-2.3	2.3	3.8	-0.4
O=C(Nc1ccc(Br)cc1Cl)NC1CC1	1.4	-2.6	-9.0	33.5	5.0	6.9	0.6	-5.6	7.0
COc1cc2c(cc1OC)C(C(=O)Nc1ccccn1)C(c1cccnc1)N(C)C2=O (centres undefined)	0.9	-8.3	27.5	0.7	11.5	-4.1	-0.1	6.2	-9.0
CCOc1ccccc1-c1nn2c(Cc3ccccc3)nnc2s1	-0.2	8.2	25.6	56.5	9.2	5.2	0.1	52.2*	-73.7
CCc1cccc(OCC(=O)Nc2ccc(S(=O)(=O)Nc3ccccn3)cc2)c1	-0.8	2.7	13.0	48.1	1.8	6.5[5 µM]	-0.7	2.3	3.6
O=C(CCc1ccccc1)Nc1ccncc1	1.1	-4.2	-4.4	27.4	11.1	3.0	1.8	-0.3	-14.6
CN1C[C@@H]2C(c3ccc(Cl)nc3)C3(c4ccc(C#N)cc4)CC2(C3)[C@H]1c1ccccc1 (some centres undefined)	·	-2.0	-6.6	15.5	23.7	29.3	·	·	·
Cc1[nH]n(-c2nc(-c3ccc(Cl)cc3)cs2)c(=O)c1N=Nc1ccc(O)cc1	1.4	-18.1	-27.8	58.5	7.7	0.0	0.3	-2.5	18.1
O=C(OCCN1CCN(c2ncc(C(F)(F)F)cc2Cl)CC1)c1ccc(Cl)cc1	0.3	-12.1	25.4	14.6	2.1	-4.3	-0.2	-2.3	2.2
CCOC(=O)c1nonc1NC(C)=O	0.0	8.9	22.2	4.6	7.4	10.1	-0.5	7.8	-2.7
Cc1cc(C)n2nc(SCC(N)=O)nc2n1	0.3	-4.0	7.2	-14.6	1.8	-7.7	-0.2	0.0	-30.0
O=C(COC(=O)C12CC3CC(CC(O)(C3)C1)C2)NC12CC3CC(CC(C3)C1)C2	0.1	2.4	-41.0	-11.6	1.3	5.9	3.1	1.3	8.1

Not all compounds are listed. The share of hits here may be higher or lower than overall.
